Rac1 GTP hydrolysis: MgcRacGAP GTPase-activating activity inhibitors, confirmation, biochemical, ADP Hunter fluorescence. Rac GTPase-activating protein 1 (Homo sapiens). 340,000 tested, 0.6% active. AID 624330, 2012. inhibition, % at 30 µM; hits with a dose series show IC50 in µM. MgcRacGAP-stimulated Rac1 GTP hydrolysis, ADP Hunter fluorescence; higher % means a stronger effect; GST-tagged Rac1 F28L mutant substrate;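 active = first-screen hits whose inhibition reached a set limit at any dose in the follow-up dose series; inconclusive = inhibition above the set first-screen limit but never retested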;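 note: fluorescence reports GDP produced by GAP-driven GTP hydrolysis; strong numbers were not always called active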
Lipid droplet: inhibitors of hepatocyte lipid droplet formation, primary screen, imaging, high-throughput imaging, BODIPY stain; AML12 mouse hepatocytes, oleate lipid droplets; inhibition, % at 6.5 µM; 240,000 tested, 0.4% active;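 active = lipid droplet intensity inhibited by at least 50%, with more than 500 cells counted; inconclusive = wells with under 300 cells, treated as cytotoxic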
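System: AML12 hepatocytes (mouse). Probe or stimulus: oleic acid at 100 µM to induce lipid droplet formation. Times: overnight treatment with compound plus oleate. Detection: Image-based BODIPY and DAPI two-channel analysis. Evaluation: percent inhibition of filter-corrected integrated lipid droplet intensity per well.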
LYP inhibition: inhibitors of LYP phosphatase, biochemical, fluorescence intensity, uHTS (AID 1779) | 290,000 tested, 0.054% active | Tyrosine-protein phosphatase non-receptor type 22 (Homo sapiens) | recombinant LYP phosphatase, fluorescence intensity; higher % means a stronger effect | inhibition, % at 11.5 µM; hits with a dose series show IC50 in µM; in the data active = inhibition above about 50%;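 note: plate controls were vehicle with enzyme for no effect and no enzyme for full effect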
SV40 large T antigen: SV40 large T antigen inhibitors, biochemical (AID 1903). SV40 large T antigen ATPase/helicase inhibition assay; higher % means a stronger effect. inhibition, % at 20 µM, or IC50 in µM where a hit was titrated. 310,000 tested, 0.39% active; in the data active = a potency from the dose series; inconclusive = inhibition mostly from about 32% at the one dose, without a potency; inactive = the rest, 99 in 100 with inhibition below about 32%; note: strong numbers were not always called active
GPR35 antagonists: GPR35 antagonists blocking zaprinast-driven arrestin recruitment, primary screen, imaging, U2OS, beta-arrestin-GFP, zaprinast agonist (AID 2058); 290,000 tested, 0.052% active; U2OS GPR35 beta-arrestin-GFP translocation imaging, zaprinast antagonism; higher % means a stronger effect; G-protein coupled receptor 35 (Homo sapiens); one-dose inhibition, % at 10 µM; IC50 in µM for titrated hits;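 active = inhibition of at least 50% with at least 30 cells and total cytoplasm GFP at most 10,000,000; inconclusive = under 30 cells or total GFP of 10,000,000 plus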
GPR55 LPI antagonism: GPR55 antagonists blocking LPI-driven arrestin recruitment, primary screen, imaging, U2OS, beta-arrestin-GFP, LPI agonist (AID 2013). one-dose inhibition, % at 10 µM; IC50 in µM for titrated hits. 290,000 tested, 0.13% active. U2OS GPR55 beta-arrestin-GFP translocation imaging, LPI antagonism; higher % means a stronger effect;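 active = spots per cell inhibited over 60%, with over 100 cells counted and total cytoplasm intensity under 500,000; inconclusive = wells with under 100 cells, flagged as likely toxic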;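 note: U2OS cells stably carrying GPR55 and arrestin-GFP stimulated by 5 µM LPI near EC80; imaged beta-arrestin-GFP aggregate spots per cell after agonist stimulation; plate controls were LPI-stimulated DMSO wells for no effect and DMSO wells without LPI for full effect; some results filed as inactive read as strong as hits; confirmed hits need IC50 under 10 µM and bright autofluorescent wells are also inconclusive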
NTR1 ag: agonists of NTR1, primary screen, imaging, U2OS cells, beta-arrestin-GFP, high content (AID 493036); NTR1-U2OS beta-arrestin-GFP spot imaging, agonist mode; 330,000 tested, 0.17% active; activation, % at 20 µM;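 active = activation at or above 40% of the spot to cytoplasm intensity ratio, with at least 20 cells analyzed; inconclusive = wells under 20 cells, flagged as cytotoxic or low count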;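 note: 0% = DMSO without peptide and 100% = 100 nM NTR1 peptide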
Target sequence (P30989 whole entry, looked up): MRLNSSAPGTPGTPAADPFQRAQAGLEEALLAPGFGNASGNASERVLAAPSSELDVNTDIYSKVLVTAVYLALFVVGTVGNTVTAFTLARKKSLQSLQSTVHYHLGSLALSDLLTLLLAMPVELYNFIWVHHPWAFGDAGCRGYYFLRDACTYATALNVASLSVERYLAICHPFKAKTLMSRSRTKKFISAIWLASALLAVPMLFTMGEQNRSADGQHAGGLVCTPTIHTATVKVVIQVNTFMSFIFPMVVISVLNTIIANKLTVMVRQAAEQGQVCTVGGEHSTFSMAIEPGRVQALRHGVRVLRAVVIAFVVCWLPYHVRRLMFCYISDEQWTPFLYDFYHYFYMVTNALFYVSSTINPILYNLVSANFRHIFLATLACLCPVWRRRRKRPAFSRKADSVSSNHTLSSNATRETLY
GPR55 activation: GPR55 agonists via beta-arrestin recruitment, primary screen, imaging, U2OS cells, beta-arrestin-GFP redistribution (AID 1961); G-protein coupled receptor 55 (Homo sapiens); U2OS GPR55 beta-arrestin-GFP redistribution imaging; higher % means a stronger effect; one-dose activation, % at 10 µM; EC50 in µM for titrated hits; 290,000 tested, 0.048% active;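 active = activation above 40% with more than 50 cells counted in the well; inconclusive = wells holding fewer than 50 cells, flagged as toxic or sparse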;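 note: U2OS osteosarcoma cells stably expressing GPR55 and beta-arrestin-GFP; plate controls were DMSO negative control for no effect and LPI positive control for full effect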
T cell modulator: modulators of CD8 T cell-vesicle binding, primary screen, mouse 2C CD8+ T cells, flow cytometry | calls only at 7 µM | 2C CD8+ T cell-vesicle binding; hits give low values | AID 2052, 2009 | 330,000 tested, 0.068% active;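 active = response, share of CD8 T cells binding vesicles, and their 90th percentile fluorescence all below set limits, cut at about 80% in these data, passing the limit was not always enough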
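incubation = binding step 1.5 h, 37 °C, antibody labelling 20 min, ice | test system = 2C mouse CD8+ T cells | read-out basis = percent CD8+ FL2 mean versus row control | controls = Peptide-free naked vesicles (low) and QL9 vesicles with 0.7% DMSO vehicle (high) | detection = flow cytometry of vesicle-bound cells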
Lipid droplet cells 6.5 µM: second read-out of Lipid droplet, no call of its own (marks repeat the call); cell count; measured here: cell count, cytotoxicity flag;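 cells counted across two imaged fields per well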
T cell modulator vesicle-bound %: further read-out of T cell modulator, marked with its call; double positive events, %; measured here: CD8+ vesicle-bound cell fraction;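 binding gate set so that unloaded-vesicle control wells show 10% double positive cells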
NTR1 ag cell count 20 µM: further read-out of NTR1 ag, marked with its call; cell count; measured here: cell count, cytotoxicity flag
The depositor's hits bear a star; i = inactive; ? = inconclusive; · = not tested or not shown.

SMILES	Rac1 GTP hydrolysis	Lipid droplet	Lipid droplet cells 6.5 µM	LYP inhibition	SV40 large T antigen	GPR35 antagonists	GPR55 LPI antagonism	NTR1 ag	NTR1 ag cell count 20 µM	GPR55 activation	T cell modulator	T cell modulator vesicle-bound %
CCN(CCNc1ccc(Cl)cc1[N+](=O)[O-])C(=O)c1cc([N+](=O)[O-])c(N(C)C)cc1OC	13%	-5	678	4%	3%	-18%	-3%	2.5	86	-0.2%	i	1
CN1CCCc2cc(C#N)c(=O)[nH]c21	9%	5	764	-32%	11%	-4%	7%	-0.4	79	-0.1%	i	50
O=C(c1ccco1)N1CCN(S(=O)(=O)c2ccc(Cl)cc2)CC1	13%	0	788	-9%	5%	10%	3%	0.9	57	0.5%	i	56
O=S(=O)(Cc1ccccc1)Cc1cnc(Cl)s1	-1%	0	672	5%	13%	4%	-2%	0.7	54	0.0%	i	50
CCN(CC)S(=O)(=O)c1ccc(C(=O)NNC(=O)c2csc(N3CCOCC3)n2)cc1	3%	·	·	·	11%	·	·	0.1	49	·	i	22
CC(C)c1c(C(=O)N/N=C/c2ccoc2)nnn1-c1nonc1N	-1%	-3	671	-9%	20%	14%	8%	0.9	66	0.3%	i	37
Cc1nn(C)c(C(=O)Nc2ccc(Cn3cccn3)cc2)c1[N+](=O)[O-]	1%	1	763	0%	12%	4%	-6%	-0.9	56	-0.1%	i	43
COc1ccc2nc(N3C(=O)C(O)=C(C(=O)c4ccco4)C3c3ccccc3OC)sc2c1 (stereo not given)	17%	15	669	-9%	11%	-4%	19%	2.7	59	0.0%	i	12
Cn1nc(C(=O)NCCc2ccc(S(N)(=O)=O)cc2)c2ccccc2c1=O	16%	1	751	-9%	7%	5%	-7%	-1.6	59	-0.2%	i	53
Cc1cc(Nc2cccc(Cl)c2Cl)n2ncnc2n1	0%	·	·	-4%	3%	-6%	3%	-1.0	67	-0.1%	i	12
Cc1[nH][nH]c(=O)c1C(c1cc([N+](=O)[O-])ccc1O)c1c(C)[nH][nH]c1=O	9%	-14	638	0%	6%	-6%	13%	·	·	-0.4%	i	25
COC(=O)c1cccc(NC(=O)Nc2ccc(Cl)cc2)c1	·	-8	758	-11%	12%	7%	-14%	3.4	52	-0.2%	i	16
CS(=O)(=O)NCCCCCCNS(C)(=O)=O	7%	9	696	-5%	-1%	-15%	4%	0.1	40	-0.4%	i	59
COCCN(C(=S)Nc1ccc(OC)cc1)C1CCN(C(C)=O)CC1	2%	2	635	-6%	26%	-2%	9%	3.4	50	0.2%	i	45
C[C@H](NC(=O)CCC1CCC(=O)N1)c1ccccc1 (stereo not given in full)	1%	·	·	·	7%	·	·	-0.1	54	·	i	24
COc1ccc(S(=O)(=O)N2CCCCCC2)cc1C(=O)Nc1ccc(C)cn1	4%	·	·	·	10%	·	·	0.5	67	·	i	61
CCOc1ccc(C(=S)N2CCCC2)c(OCC)c1	11%	-1	881	-12%	12%	8%	-9%	0.0	60	-0.2%	i	14
CCCn1c(=O)c(C(=O)NC(C)c2ccccc2)c(O)c2ccccc21 (stereo not given)	9%	-15	829	-10%	6%	12%	-4%	4.9	70	0.2%	i	64
O=C(c1ccccc1)c1ccccc1C(=O)N1CCCC1	-3%	-7	701	-3%	2%	15%	-5%	0.4	94	0.2%	i	56
Cc1cc(C)cc(N(CCC#N)C(=O)COC(=O)CNC(=O)c2sc3ccccc3c2Cl)c1	13%	·	·	·	13%	·	·	3.0	53	·	i	15
O=C(COC(=O)CNC(=O)c1ccccc1)Nc1nc(-c2ccccc2)cs1	9%	-10	544	0%	16%	-1%	-7%	3.7	56	-0.2%	i	44
Cc1ccc(NC(=O)CN2C(=O)c3ccccc3C2=O)cc1	11%	0	808	-8%	-1%	-18%	-5%	0.4	64	-0.1%	i	60
Cc1cc2oc(=O)cc(Cn3ccnc3)c2cc1O	7%	-3	820	-8%	15%	-10%	6%	-1.4	60	-0.1%	i	28
COc1cc(NC(=O)c2ccco2)c(OC)cc1NC(=O)Nc1ccc(Cl)cc1	4%	·	·	-4%	12%	4%	21%	5.2	50	-0.2%	i	30
COc1cc(NC(=O)c2ccc3c(c2)OCO3)ccc1NC(=O)c1ccco1	-4%	4	743	2%	6%	26%	2%	-2.6	73	-0.3%	i	32
CC(=O)Nc1ccc(OS(=O)(=O)c2ccc(C(C)(C)C)cc2)cc1	·	-10	641	-6%	6%	-2%	-2%	4.9	48	-0.2%	i	57
Cc1ccc(C(=O)NCCCC(=O)O)o1	4%	-8	573	4%	0%	1%	7%	1.2	89	-0.2%	i	15
Cc1onc(-c2ccccc2Cl)c1C(=O)NCCN1Cc2ccccc2C1=O	5%	·	·	0%	1%	-12%	2%	0.1	46	0.4%	i	16
COc1ccc(C2CC(c3ccc(Br)cc3)=NN2C(=S)Nc2ccccc2)cc1 (stereo not given)	3%	6	647	-2%	18%	0%	14%	-0.3	44	-0.2%	i	51
O=C(Nc1cccc(F)c1)C1CCN(c2nnnn2-c2ccccc2)CC1	5%	·	·	-2%	14%	2%	5%	1.9	78	0.3%	i	9
CC(C1CC1)N(Cc1ccccc1)C(=O)NC(=O)c1cccc(F)c1 (stereo not given)	4%	-8	645	-2%	11%	1%	0%	0.6	52	-0.3%	i	27
N/C(COc1cccc(C(F)(F)F)c1)=N\NC(=O)c1cccnc1Oc1ccccc1	1%	·	·	1%	23%	-4%	9%	-1.9	61	-0.1%	i	61
Clc1cccc(/C=N/Nc2nnc(Cl)c3ccccc23)c1	-12%	·	·	-6%	27%	-4%	17%	-0.2	41	0.0%	i	26
Cc1oc(-c2cccc(Cl)c2)nc1CN1CCC(C(=O)NCCCN2CCCC2=O)CC1	6%	·	·	-4%	11%	5%	2%	-1.9	33	0.2%	i	43
COc1ccc2c(c1)c1ncn(Cc3ccc(F)cc3)c(=O)c1n2C	·	-11	717	-6%	8%	-2%	-11%	-0.1	54	1.3%	i	29
CC(=O)N1CCc2cc(S(=O)(=O)NCCC(=O)N3CCN(c4ccccn4)CC3)ccc21	1%	·	·	0%	2%	-13%	-3%	-1.0	84	0.0%	i	18
CCOC(=O)COc1ccc2c(c1)C(=O)CC1(CCN(C(C)=O)CC1)O2	8%	·	·	-8%	1%	16%	15%	0.6	69	0.1%	i	36
COc1ccc(/C=N/n2c(C)nnc2C)c(OC)c1	12%	·	·	-4%	2%	16%	-1%	-0.7	35	0.2%	i	12
CCOC(=O)N1CCC(NC(=O)C2CCN(C(=O)c3cc4oc(C)cc4n3Cc3c(F)cccc3Cl)CC2)CC1	4%	-11	649	0%	10%	5%	19%	1.6	82	-0.1%	i	62
COc1ccc(NS(=O)(=O)c2ccc(S(=O)(=O)N3CCCC3)cc2)cc1Cl	4%	14	791	-10%	-5%	-2%	6%	1.1	57	-0.1%	i	48
CCOc1cc(C(=O)O)ccc1OCCOc1ccccc1	12%	8	795	-8%	3%	-3%	10%	0.2	49	-0.1%	i	33
CN(C)/C=C/c1onc(-c2c(Cl)cccc2Cl)c1C#N	11%	2	695	0%	1%	14%	8%	0.4	87	-0.3%	i	56
COC(=O)c1ccc(C(C(=O)NC2CCCCC2)N(CCc2ccccc2)C(=O)Cc2cccs2)cc1 (stereo not given)	11%	10	505	-3%	15%	-7%	-2%	-1.6	72	-0.6%	i	41
COc1ccccc1CNC(=O)/C=C/c1ccc(S(=O)(=O)N2CCOCC2)cc1	8%	6	677	-6%	10%	13%	17%	0.5	31	0.4%	i	3
C=CCn1c(SCC(=O)Nc2cccc(C)c2)nnc1-c1cnccn1	7%	·	·	-2%	16%	13%	6%	-0.2	99	1.2%	i	13
COC(=O)c1c(C(=O)OC)c(-c2ccc(Cl)c(Cl)c2)n2c1CCC2	9%	·	·	1%	7%	-15%	11%	6.3	66	-0.2%	i	9
COc1ccc(S(=O)(=O)N2CCC(C(=O)OCC(=O)c3ccccc3)CC2)cc1[N+](=O)[O-]	7%	7	596	-9%	9%	10%	8%	0.7	81	-0.4%	i	54
COc1ccc(NC(=O)CN2CCN(c3ccccn3)CC2)cc1Cl	11%	-1	809	-5%	2%	0%	-4%	0.6	102	0.0%	i	13
CC1(C(=O)N/N=C/c2ccc3c(c2)OCO3)CC1(Br)Br (stereo not given)	-1%	20	842	-4%	5%	8%	9%	1.9	40	-0.1%	i	58
O=C(Cn1nc(C(=O)O)c2ccccc2c1=O)Nc1ccc(F)cc1	7%	-10	799	1%	24%	0%	-6%	0.6	54	-0.1%	i	36
N=c1ccn(CC(=O)c2ccc(-c3ccccc3)cc2)cc1	9%	-16	660	2%	3%	-12%	9%	-1.8	64	0.1%	i	45
Cc1ccc(NC(=O)Cc2nnc(SCC(=O)Nc3nncs3)n2C)c(C)c1	3%	-3	797	-8%	22%	-6%	-1%	1.0	44	-0.2%	i	17
CCOC(=O)CNc1nnc(SCC(=O)OCC)[nH]c1=O	-2%	·	·	-1%	9%	11%	14%	-0.2	69	0.1%	i	51
CC(C(=O)NCC1CCCCC1)N1CCN(S(=O)(=O)c2ccccc2F)CC1 (stereo not given)	6%	-10	695	-1%	10%	11%	3%	4.8	54	0.1%	i	10
CCOc1cc(NC(=S)Nc2ccccc2)c(OCC)cc1NC(=O)c1ccccc1	19%	·	·	0%	?	-14%	30%	6.3	68	0.0%	i	42
Cn1cc(S(=O)(=O)Nc2ccc(Br)cc2F)c(=O)n(C)c1=O	-3%	·	·	-10%	5%	-8%	2%	-2.5	73	-0.2%	i	22

Hits appear at their usual frequency; any-hit rate near 1.8%.
